Pf Dd2 inh = qHTS Primary assay for Inhibitors of Plasmodium falciparum Dd2 growth in vitro. P. falciparum Dd2 growth, SYBR Green, 72 h. Potency, µM (top dose mostly 28.9 µM), for inactives: at the highest dose activity, negative = inhibition, usual class: inhibitors. 120,000 compounds, 4.3% hits. AID 1347417, 2020; active = well fitted inhibition curve with a large enough effect; inconclusive = small, poorly fitted or top-dose-only effect; inactive = no such curve, though single readings can be large or run the other way;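 note: plate controls were DMSO vehicle for no effect and reference drug for full effect; nearly all actives have a fitted effect of over 65% in size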
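Infected erythrocytes (Dd2, 0.3% parasitemia, 2.5% hematocrit final) are added to compound in RPMI-1640/Albumax II medium, grown 72 h at 37C in low oxygen, then lysed with saponin/Triton-X containing SYBR Green and read by fluorescence.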
Starred values were filed as active, the others as inactive; i = inactive; ? = inconclusive; [ ] = remark or other dose. Potency is the fitted concentration of half-maximal effect. An excerpt. The share of hits here may be higher or lower than overall.

SMILES | Pf Dd2 inh
Cc1ccc(C)c(Cn2c(SCC(=O)N(C)Cc3ccccc3)nc3ccccc32)c1 | ?
C=CCCC(CN1CCOCC1)Oc1ccc(-c2nc(C)no2)cn1 (stereo not drawn) | ?
O=C1CCC(C(=O)NCc2ccc(-c3cnc4c(Oc5ccccc5)nccn34)cc2)N1 (stereo not drawn) | -9%[44.1 µM]
COc1ccc(Nc2cc(C)c3cc(NC(=O)Cc4ccc(Cl)cc4)ccc3n2)cc1 | ?
CCc1cnc(N)nc1NCc1nc(C(=O)NC)no1 | -4%
COc1ccc(NC(=O)CN2C(=O)NC3(CCCCC3)C2=O)cc1 | 6%
COCCN1C(=O)c2cccn2CC1CNS(=O)(=O)c1ccc(F)cc1 (stereo not drawn) | 15%
C[S+](=O)([O-])N1CCC(Cn2ccc3c(N4CCOCC4)nc(-c4cncnc4)cc32)CC1 | -18%
Cc1[nH]c(=O)c(C#N)cc1C(=O)N1CCCC2(CCC(=O)N(C3CC3)C2)C1 (stereo not drawn) | -5%
COC(=O)C1=C(C)N=C2SC=C(CC(=O)NCc3cccc(F)c3)N2C1c1ccccc1 (stereo not drawn) | ?
CSc1ccc(CCNC(=O)CN2C(=O)COc3ccc(S(=O)(=O)N4CCCC4)cc32)cc1 | i
O=C1N(Cc2cccc(F)c2F)CCCC1(O)CN1CCOCC1 (stereo not drawn) | -14%
CCNC(=O)N1CCCCCNC(=O)[C@@H]2CCC[C@@H]21 | i
O=C1COc2cc(S(=O)(=O)CCC(=O)NC3CCCCC3)c(Cl)cc2N1 | -6%
CC1=C[C@@H](CN2CCC(C(N)=O)CC2)[C@H](C(C)C)C[C@H]1Cc1nnc(-c2ccncc2)o1 | -11%[44.1 µM]
CCc1nc2c(c(-c3ccc(Cl)cc3)n1)CCN(Cc1ccsc1)CC2 | ?
CCN(CC)CCCNC(=O)CCCn1ncn2c(cc3occc32)c1=O | 29%
COc1ccc2c(c1)CCN=C2C[C@H]1CN(C(=O)c2cccc(F)c2)CC[C@H]1CC(=O)O | i
Cc1ccccc1S(=O)(=O)N1CCC(CCC(=O)O)CC1 | -5%
CN(CC(=O)Nc1cccc(C#N)c1)S(=O)(=O)c1cc2c(cc1Cl)NC(=O)CO2 | ?
COc1cncc([C@@H](NC(=O)c2cccc(-n3cccn3)c2)C2CC(O)C2)c1 (stereo partly drawn) | 5%
CCn1nccc1C(=O)N1CCC2(CC1)c1[nH]c3ccc(OC)cc3c1CCN2C | ?
Cc1sc2ncnc(N3CCCN(C(=O)c4ccoc4)CC3)c2c1C | -10%
COc1ccc(-c2nccn3cc(C(=O)NCCN4CCCCC4)nc23)cc1 | i
CC(C)OCCCn1c(SCc2ccccc2Cl)nc2c(sc3ccccc32)c1=O | 1%
Later entries
SMILES | Pf Dd2 inh
Cc1nc(C2CCCN(C(=O)CCC(C)C)C2)cc(N2CCCC2)n1 (stereo not drawn) | -28%
O=C(Nc1ccc2c(c1)OCO2)c1cccn(Cc2cccc(F)c2)c1=O | 18%
COc1ccc(CNC(=O)c2cc3c(N4CCSCC4)nc(C)cn3n2)c(OC)c1 | -1%
COCCN1Cc2ccc(NCc3ccccc3)nc2C(C)(C(=O)N(C)CCOC)C1 (stereo not drawn) | ?
COCCCNC(=O)c1ccc(NC(=O)N2CCCCc3ccccc32)cc1 | 16%
COc1ccc(CNC(=O)C2CCN(S(=O)(=O)c3ccc4c(ccn4C)c3)CC2)cc1 | -5%
Cc1cc(C)c(S(=O)(=O)NCCc2sc3nc(-c4ccc(F)cc4)nn3c2C)c(C)c1 | i
COc1ccc(CNS(=O)(=O)c2cc3c4c(c2)CCN4C(=O)CC3)cc1 | i
CN(C)c1ccc(-c2noc(C3CC(=O)N(c4ccc5c(c4)OCCO5)C3)n2)cc1 (stereo not drawn) | 32%[activator]
CCOc1ccccc1C1NC(=O)N(CC(=O)Nc2cccc(OC)c2)C2=C1C(=O)OC2 (stereo not drawn) | ?
O=C1Nc2ccc(-c3cccc(C(F)(F)F)c3)cc2C(=O)N2CCN(C(=O)C3CCNCC3)C[C@H]12 | ?
CC(C)NC(=O)NC[C@H]1O[C@@H]2C[C@@H](CC(=O)N3CCOCC3)O[C@@H]2[C@@H]1O | 30%[44.1 µM]
C[C@]1(O)CCN(C(=O)CC(c2ccccc2)c2ccccc2)C[C@@H]1O | -33%
COc1ccc(C(=O)N2CCC[C@H]2c2nc(-c3ccc(F)cc3)no2)c(OC)c1 | i
Cc1cc(=O)n(CC(=O)Nc2ccc(N(C)C)cc2)c(-c2ccc(Cl)cc2)n1 | ?
Cc1ccc(NC(=O)Nc2nnc(N(C)Cc3ccccc3)s2)cc1 | ?
O=C(c1cc(C2CC2)[nH]n1)N1CCC2(CC1)NC(=O)N(c1cccc(F)c1)N2 | 25%
CCOCCCn1c(SCC(=O)Nc2ccc(OC)cc2OC)nc2ccccc2c1=O | -11%
NC(=O)c1ccc(CC2CCN(C(=O)C3CCC3)CC2)cc1 | -11%
CCN1CCN(c2ncc3c(n2)CCN(Cc2ccc(Br)s2)C3)CC1 | ?
Cn1ncc2c(NCc3cccc(Cl)c3)ncnc21 | i
CC1(COc2cccnc2)COc2ccc(C(=O)N3CCOCC3)cc2N1 (stereo not drawn) | i
Cc1oc(C(O)c2ccccc2F)nc1C(=O)Nc1ccc2c(c1)NC(=O)CO2 (stereo not drawn) | i
CCCNC(=O)N1CCCC(c2nc(CCOc3cccc(C)c3)no2)C1 (stereo not drawn) | ?
CC1(C)N=C(c2ccccc2)C(=O)N1CC(=O)N1CCN(c2ccccc2F)CC1 | ?

Brought forward from above: 2 entries; new compounds follow.
SMILES | Pf Dd2 inh
CCCNC(=O)N1CCCC(c2nc(CCOc3cccc(C)c3)no2)C1 (stereo not drawn) | ?
CC1(C)N=C(c2ccccc2)C(=O)N1CC(=O)N1CCN(c2ccccc2F)CC1 | ?
COc1cc2c(cc1-c1cccc(NC(C)=O)c1)NC(=O)C21CCN(C(C)=O)CC1 | i
O=C1CCN(S(=O)(=O)c2ccccc2)CCCC(C(=O)NCc2ccc(F)cc2)CCN1 (stereo not drawn) | -21%
CN(C)C1CCCN(C(=O)c2csc3c2CCCC3)CC1 (stereo not drawn) | -9%
CSCC(=O)N[C@@H]1CN(Cc2cccnc2)C[C@H]1CN(C)C | 59%[activator]
CCOc1ccc(NC(=O)CC2C(=O)N(c3ccc(C)cc3)C(=O)N2Cc2ccc(OC)cc2)cc1 (stereo not drawn) | i
CCn1c(-c2ccccc2)nn(CC(=O)NCCc2ccc(C)o2)c1=O | -9%
CCCOc1ccc(CNC(=O)c2oc3ccc4c(c3c2C)C(=O)CC(C)(CC)O4)cc1 (stereo not drawn) | ?
COc1ccc(C(=O)N2CCCC(c3nc(-c4cccnc4)no3)CCNC(=O)CC2)cn1 (stereo not drawn) | i
CCc1ocnc1C(=O)N1C[C@H]2OC(=O)N(CCCN3CCOCC3)[C@H]2C1 | 0%
COCCNC(=O)c1nc(-c2ccc([S+](C)(=O)[O-])cc2)c2ccccn12 | ?
Cc1nn(C(=O)c2cccc(F)c2)c(C)c1S(=O)(=O)N1CCCCCC1 | 21%
C=CCNC(=O)c1cnn2c1CN(C(=O)c1cccnc1)CC2 | ?
COc1ccc(C(=O)NC(C(=O)N2CCCCC2)C2CCN(C(=O)C3CC3)CC2)cc1 (stereo not drawn) | -18%
CCC(O)c1cc2n(n1)CCN(c1nc(-c3ccccc3)nc3c1CCC3)C2 (stereo not drawn) | ?
Cc1cn(C)c(CC(=O)NCc2ccc(F)cc2)c1C(=O)O | 15%
CN(C)C[C@H]1O[C@@H]2C[C@@H](CC(=O)N3CCC(F)(F)C3)O[C@@H]2[C@@H]1O | 28%[44.1 µM]
O=C(NCc1ccccn1)C1CCCN(c2nc3ncccc3o2)C1 (stereo not drawn) | -1%[44.1 µM]
Cn1nc(-c2ccccc2F)c2cc(C(=O)NCCc3ccc(Cl)cc3)sc21 | -10%
O=C(CSc1nc2c([nH]c3ccccc32)c(=O)n1-c1ccc(F)cc1)NCC1CCCO1 (stereo not drawn) | ?
Cc1coc2cc3oc(=O)c(CC(=O)N4CCCCC4)c(C)c3cc12 | 7%
Cc1c(C(c2ccc(O)cc2)c2c(O)c3ccccc3oc2=O)c(=O)n(-c2ccccc2)n1C (stereo not drawn) | ?
CCN(CC)c1ccc(C(=O)N2CCCC(n3cc(-c4noc(C)n4)nn3)C2)cc1 (stereo not drawn) | ?
CCOCCCn1c(=N)c(C(=O)NCc2cccnc2)cc2c(=O)n3cc(C)ccc3nc21 | -3%
O=C(NCc1ccc(Cl)cc1)C1CCN(S(=O)(=O)c2ccc(F)cc2)CC1 | 22%
c1ccc(CN2CC[C@H](c3nnc(Cc4c[nH]c5ccccc45)o3)C2)cc1 | ?

Structural class: the entries above with a cyano group.
SMILES | Pf Dd2 inh
Cc1[nH]c(=O)c(C#N)cc1C(=O)N1CCCC2(CCC(=O)N(C3CC3)C2)C1 (stereo not drawn) | -5%
CN(CC(=O)Nc1cccc(C#N)c1)S(=O)(=O)c1cc2c(cc1Cl)NC(=O)CO2 | ?

4 of these compounds, set out differently.
Cc1c(C(c2ccc(O)cc2)c2c(O)c3ccccc3oc2=O)c(=O)n(-c2ccccc2)n1C (stereo not drawn)
  Pf Dd2 inh: ?
CCOc1ccc(NC(=O)CC2C(=O)N(c3ccc(C)cc3)C(=O)N2Cc2ccc(OC)cc2)cc1 (stereo not drawn)
  Pf Dd2 inh: i
COCCNC(=O)c1nc(-c2ccc([S+](C)(=O)[O-])cc2)c2ccccn12
  Pf Dd2 inh: ?
CN(C)C1CCCN(C(=O)c2csc3c2CCCC3)CC1 (stereo not drawn)
  Pf Dd2 inh: -9%

Additional records follow:
SMILES | Pf Dd2 inh
O=C([C@@H]1COCC(=O)N1Cc1ccccc1)N1CCN(Cc2ccc3c(c2)OCO3)CC1 | 31%[activator]
Cc1ccc(C(=O)NCC23CCC=C2N(C)C(=O)CC3)cn1 (stereo not drawn) | -29%
Cc1nn(-c2ccc(F)cc2)c(Oc2ccccc2F)c1CCC(=O)NCc1ccco1 | -6%
Cc1nn(CCCC(=O)NCc2ccc(OC(C)C)cc2)c(=O)c2c1sc1ccccc12 | 22%
Cc1cc(C)c(NC(=O)c2ccc3nc(C(C)C)oc3c2)c(C)c1 | 1%
COc1ccc(NC(=O)CN(C)S(=O)(=O)c2ccc3c(c2)c(=O)n(C)c(=O)n3C)cc1 | -23%
CCn1c(CNC(=O)C23CC4CC(CC(C4)C2)C3)nnc1SCC(=O)Nc1ccccc1 | ?
O=C(C1CCN(C(=O)N2CC3CC(C2)[C@H]2CCCC(=O)N2C3)CC1)N1CCN(c2ncccn2)CC1 (stereo partly drawn) | i
O=C(NCc1ccc(N2CCOCC2)cc1)c1ccc(N2CC3CC(C2)[C@H]2CCCC(=O)N2C3)nc1 (stereo partly drawn) | ?
COc1cc(NC(=O)c2cc(-c3cccc(OC)c3)n[nH]2)cc(OC)c1 | -2%
CCN(CCCNC(=O)c1cc2cc3cc(OC)ccc3nc2s1)c1ccccc1 | -6%
CCc1nn(CC(=O)NCC(C)c2ccccc2)c(=O)c2cc3occc3n12 (stereo not drawn) | 29%
O=C(CN1C(=O)CCc2cc(S(=O)(=O)N3CCCCC3)ccc21)NCc1ccc(Cl)cc1 | -1%
CCSc1nnc2c(n1)OC(c1ccc(OCC(=O)O)cc1)Nc1ccccc1-2 (stereo not drawn) | 11%
COc1ccc(Cl)cc1NC(=O)c1ncn(-c2ccccc2)n1 | ?
Cc1c(CN2CC[C@H]3CC[C@@H](C2)N3)c(=O)n(-c2ccccc2)n1C | -3%
O=C(CCC[C@H]1NC[C@@H]2C[C@H]1CN(Cc1ccccc1)C2)N1CCN(c2ncccn2)CC1 | ?
Cn1ccnc1C(=O)N1CCCC(c2noc(COc3ccccc3F)n2)C1 (stereo not drawn) | -13%
CN1CCC(OC2CCN(C(=O)c3ccc(F)c(F)c3)CC2)CC1 | i
COCCCNC(=O)C(NC(=O)c1ccc(C)cc1)C1CCN(C(=O)c2ccccc2C)CC1 (stereo not drawn) | i
COC[C@H]1NC(=O)CC[C@H]1C(=O)Nc1cccc(OC)c1 | -14%
Cc1nc(C(=O)N2CC[C@H](NC(=O)C3CCNCC3)C[C@H]2C(=O)N[C@@H](Cc2cccs2)C(N)=O)cs1 | -5%
O=C(Cc1ccccc1)NC[C@H]1O[C@H](Cc2cc(CN3CCNCC3)on2)CC[C@@H]1O | i
COc1ccc(N2CC(C(=O)NCc3ccc(F)cc3)NC2=O)cc1 (stereo not drawn) | i
COc1ccc(Br)c(C(=O)Nc2cc3c(cc2N2CCCCC2)n(C)c(=O)c(=O)n3C)c1 | ?
Cc1ccc(-c2cc(C(=O)NCc3cnn(C)c3C)c3ccccc3n2)cc1C | i
COc1cccc(-c2cc(C3CCN(S(=O)(=O)c4ccc(C#N)cc4)CC3)[nH]n2)c1 | ?
CCCCNC(=O)COc1ccc(NC(=O)C2CC2)cn1 | i

Reprinted at random: 4 compounds from above.
SMILES | Pf Dd2 inh
CCCCNC(=O)COc1ccc(NC(=O)C2CC2)cn1 | i
Cc1c(CN2CC[C@H]3CC[C@@H](C2)N3)c(=O)n(-c2ccccc2)n1C | -3%
CN1CCC(OC2CCN(C(=O)c3ccc(F)c(F)c3)CC2)CC1 | i
COc1cccc(-c2cc(C3CCN(S(=O)(=O)c4ccc(C#N)cc4)CC3)[nH]n2)c1 | ?

Compound activity as filed in PubChem BioAssay.
